Giardia kill: Giardia lamblia killing. Giardia lamblia trophozoite viability. activity change, % at 7.66 µM, hits read low. 340,000 compounds, 0.15% hits. AID 540267; in the data active = activity change below about -80%; inconclusive = between about -30% and that limit;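 also: parasites exposed to compound for two days anaerobically before the ATP read; % is scaled to controls: 0 for no effect and ±100 for the full control effect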
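Luminescent ATP signal served as the viability read-out, measured 15-30 min after adding ATP detection reagent to trophozoites that had been incubated with compounds for 48 hrs at 37 deg C anaerobically at 100 cells/well.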
Tb PFK block: blocks T. brucei phosphofructokinase. O15648. T. brucei PFK, ADP-Glo luminescence. Potency, µM (titrated, usually from 57.5 µM), for inactives: top-dose activity, negative = inhibition, actives largely listed as inhibitors. 330,000 compounds, 0.17% hits. AID 485367;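 also: potency is read from the fitted curve at half-maximal effect; 0% = uninhibited 1x PFK enzyme wells and -100% = no-enzyme wells; nearly all actives have a fitted effect of over 60% in size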
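PFK 1.25 nM, F6P 0.5 mM, ATP 0.1 mM, 0.1 M TEA pH 8.0, 5 mM MgCl2, 0.01% Tween20, 0.1% BSA; 45 min RT. ADP-Glo readout. qHTS titration up to 57 uM; curves fitted, compounds curve-classed.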
FLuc modulator: counter-screen for miR-21 project: firefly luciferase inhibitors or activators; P08659; purified FLuc, Km substrates, luminescence inhibition; Potency, µM (series often up to 57.5 µM), without a hit: at the top dose activity change, negative = inhibition, hits mostly inhibitors; 360,000 compounds, 6.9% hits;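 also: potency is read from the fitted curve at half-maximal effect; plate controls were vehicle for no effect and reference inhibitor for full effect; nearly all actives have a fitted effect of over 55% in size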
Target sequence (P08659 whole entry, looked up): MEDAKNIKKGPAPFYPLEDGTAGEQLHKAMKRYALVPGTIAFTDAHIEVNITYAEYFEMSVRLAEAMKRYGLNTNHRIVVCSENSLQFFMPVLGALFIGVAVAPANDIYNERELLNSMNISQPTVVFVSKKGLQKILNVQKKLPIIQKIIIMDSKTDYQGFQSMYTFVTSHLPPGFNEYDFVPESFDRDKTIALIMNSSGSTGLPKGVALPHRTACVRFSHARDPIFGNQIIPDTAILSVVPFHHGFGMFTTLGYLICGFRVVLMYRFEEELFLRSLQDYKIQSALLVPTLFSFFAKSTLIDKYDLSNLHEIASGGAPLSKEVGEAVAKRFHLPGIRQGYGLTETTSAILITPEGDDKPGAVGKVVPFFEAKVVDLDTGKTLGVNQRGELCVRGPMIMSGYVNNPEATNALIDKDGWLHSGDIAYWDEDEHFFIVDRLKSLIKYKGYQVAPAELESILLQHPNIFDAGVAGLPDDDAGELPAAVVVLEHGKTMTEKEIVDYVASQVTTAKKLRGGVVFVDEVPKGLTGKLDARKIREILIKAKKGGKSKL
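Biochemical qHTS of compounds, final roughly 60 µM downward over six points, against 10 nM purified firefly luciferase using Km concentrations of substrates (10 uM D-luciferin, 10 uM ATP) in Tris acetate pH 7.5 buffer; luminescence output.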
Gal4-VP16 FLuc: Gal4-VP16 reporter inhibition counter-screen | Drosophila S2 Gal4-VP16 UAS-luciferase, luminescence, 20 h | Potency, µM (doses to about 53.6 µM), for the others: top-dose activity, negative = inhibition, actives largely listed as inhibitors | 310,000 compounds, 3.5% hits | AID 2546;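 also: Gal4-VP16 expression switched on by copper sulfate through the metallothionein promoter; potency is read from the fitted curve at half-maximal effect; % is scaled to controls: 0 for no effect and ±100 for the full control effect; nearly all actives have a fitted effect of over 50% in size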
RORg inh: blocks mouse ROR gamma transcriptional activity. P51450. 310,000 compounds, 5.4% hits. Drosophila S2 Gal4-RORgamma UAS-luciferase reporter, 20 h. Potency, µM (top dose mostly 53.6 µM), without a hit: at the highest dose activity change, negative = inhibition, hits mostly inhibitors; also: potency is read from the fitted curve at half-maximal effect; % is scaled to controls: 0 for no effect and ±100 for the full control effect; nearly all actives have a fitted effect of over 60% in size
Target sequence (P51450 whole entry, looked up, the tested form may be a part): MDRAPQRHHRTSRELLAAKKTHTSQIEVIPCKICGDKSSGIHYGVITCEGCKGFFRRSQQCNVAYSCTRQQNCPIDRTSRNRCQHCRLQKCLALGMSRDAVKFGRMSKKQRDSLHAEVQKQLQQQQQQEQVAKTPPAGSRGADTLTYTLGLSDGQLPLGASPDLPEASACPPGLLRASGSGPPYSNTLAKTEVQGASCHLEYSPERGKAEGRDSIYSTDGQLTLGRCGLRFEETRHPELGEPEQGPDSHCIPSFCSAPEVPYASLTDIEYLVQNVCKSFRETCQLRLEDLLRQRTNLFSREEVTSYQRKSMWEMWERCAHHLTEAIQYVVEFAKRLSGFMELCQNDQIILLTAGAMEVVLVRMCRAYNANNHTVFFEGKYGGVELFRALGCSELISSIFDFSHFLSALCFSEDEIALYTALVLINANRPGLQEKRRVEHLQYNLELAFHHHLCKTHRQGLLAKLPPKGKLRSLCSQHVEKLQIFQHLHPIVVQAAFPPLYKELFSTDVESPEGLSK
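Read-out: Photinus luciferase luminescence; inhibitors lower reporter signal. Insect Schneider cells with Gal4-ROR gamma fusion under metallothionein promoter, UAS reporter; 700 uM final copper sulfate induction, 20 hr, ambient temperature.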
uPA generation: blocks generation of uPA at the cell surface; cell surface uPA generation assay, qHTS; Potency, µM (top dose mostly 38.3 µM), inactives show at the highest dose activity change, negative = inhibition, actives largely listed as inhibitors; 330,000 compounds, 0.31% hits; active = well fitted inhibition curve with a large enough effect; inconclusive = small, poorly fitted or top-dose-only effect; inactive = no such curve, though single readings can be large or run the other way; tested in mouse RAW 264.7 cells; also: potency is read from the fitted curve at half-maximal effect; % is scaled to controls: 0 for no effect and ±100 for the full control effect; nearly all actives have a fitted effect of over 55% in size
NPC1 promoter act: NPC1 promoter activation. Huh7 NPC1 promoter luciferase reporter, 24 h. 320,000 compounds, 2.4% hits. Potency, µM (doses to about 9.22 µM), without a hit: at the highest dose activation, hits mostly activators. AID 485313;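 also: potency is read from the fitted curve at half-maximal effect; % of control where 0% means no effect; nearly all actives have a fitted effect of over 60% in size; reporter is driven by a mutant NPC1 promoter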
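Huh7 cells stably carrying NPC1 promoter–luciferase, plated in Opti-MEM with 10% FBS for 2 h, were exposed to compound in DMSO for 24 h at 37 °C; luciferase reagent was added for 10 min and luminescence read.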
Rab9 promoter act: activates the Rab9 promoter; Huh7 Rab9 promoter-luciferase reporter, luminescence, 24 h; Potency, µM (titrated, usually from 9.22 µM), inactives show top-dose activation, negative = inhibition, most hits filed as activators; 320,000 compounds, 2.8% hits; AID 485297; also: potency is read from the fitted curve at half-maximal effect; % of control where 0% means no effect; nearly all actives have a fitted effect of over 60% in size
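Rab9 promoter-driven luciferase in stably transfected Huh7 cells; 1500 cells/well rested 2 h, exposed to compound in DMSO for 24 h at 37 °C, 5% CO2. Luminescence read 10 min after adding luciferase reagent at ambient temperature.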
ELG1 genotox: induces genotoxicity in HEK293T cells with luciferase-tagged ELG1; AID 504466; HEK293T ELG1-luciferase reporter, luminescence, 16 h; 330,000 compounds, 1.3% hits; Potency, µM (titrated, usually from 46 µM), for inactives: top-dose activity change, positive = activation, actives largely listed as activators; also: potency is read from the fitted curve at half-maximal effect; % of control where 0% means no effect; nearly all actives have a fitted effect of over 60% in size
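16 hr compound incubation (37 °C, 5% CO2) of HEK293T cells carrying luciferase-tagged ELG1; luciferase then measured by ONE-Glo luminescence after 30 min at RT.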
FBPA coupling cs: counter-screen for Giardia aldolase inhibitors: coupling enzyme system; coupling enzyme system counterscreen, AmpLite Red fluorescence; activity change, negative = inhibition, % at 58.2 µM, hits read low; 290,000 compounds, 0.67% hits; in the data active = activity change below about -30%; also: % is scaled to controls: 0 for no effect and ±100 for the full control effect
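Activity here indicates interference with the coupling reaction, not aldolase inhibition. Compounds at 57.5 uM final met coupling enzymes for 10 min at RT; substrate and AmpLite Red detection followed, with a 525/598 nm fluorescence read after 20 min.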
KCNH2 3.1 block: blocks the human KCNH2 3.1 channel isoform. U2OS KCNH2 3.1, thallium flux FluxOr; hits give low values. AID 720553. activity change, % (tested at about 1.8 µM). 340,000 compounds, 0.95% hits;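 active = maximum activity change below -70%; inconclusive = maximum activity change from -70% to -50%; inactive = maximum activity change above -50%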;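 also: thallium influx rate constant from kinetic fluorescence after stimulation buffer; % is scaled to controls: 0 for no effect and ±100 for the full control effect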
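Steps: virus added to U2OS suspension (4 h, RT, dark); medium with 10% FBS added, cells plated, 37 C overnight; FluxOr/Red40 loading buffer 45 min RT; stimulation buffer, 2 min kinetic read; rate constant normalized.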
* marks the source's active call; other numbers are inactive results; u = inconclusive; x = no result given; [ ] = dose if it differs, or a comment. Unless noted, calls follow the shape of the dose curve; as a rule, active = well fitted curve in the direction sought with a large enough effect; inconclusive = small, poorly fitted or top-dose-only effect, or another doubt; inactive = no such curve, though single readings can be large; an effect the other way counts as inactive or inconclusive.

SMILES	Giardia kill	Tb PFK block	FLuc modulator	Gal4-VP16 FLuc	RORg inh	uPA generation	NPC1 promoter act	Rab9 promoter act	ELG1 genotox	FBPA coupling cs	KCNH2 3.1 block
O=C(Cc1ccccc1[N+](=O)[O-])NNC(=O)Nc1ccc2c(c1)OCO2	5	3%	0%	-7%	-11%	-1%	0%	-1%	1%	2	-5
COc1cc(/C=C2/SC(=S)N(Cc3ccccc3)C2=O)cc(OC)c1O	-4	-29%	u	-16%	7%	-7%	3%	-3%	-4%	2	-16
CCOC(=O)C1CCCN(C(=O)c2cc(S(=O)(=O)N(C)C)ccc2N2CCCC2)C1 (stereo unspecified)	2	-10%	-1%	x	x	0%	1%	1%	-5%	x	23
COc1ccc2cc(C(=O)/C=C/c3cc(OC)c(OC)c(OC)c3)ccc2c1	-18	3%	21µM*	11%	-25%	-7%	1%	-4%	-5%	-1	-13
CC1(C)CC(=O)/C(=C(\O)CCCN2C(=O)c3ccccc3C2=O)C(=NCC(=O)O)C1	16	-2%	0%	1%	2%	3%	-1%	-1%	1%	0	-5
O=C(/C=C\c1cccs1)N1CCN(Cc2ccc3c(c2)OCO3)CC1	10	0%	-11%	5%	35%	-1%	-4%	11%	5%	4	-4
CCc1ccccc1NC(=S)NC1CC2CCC(C1)N2Cc1ccc(F)cc1 (stereo unspecified)	-8	-11%	u	u	7.1µM*	-9%	-1%	-7%	-8%	2	-6
COc1ccc(C(C)NC(=O)c2ccc(Cl)cc2)cc1OC (stereo unspecified)	18	1%	5%	-4%	28%	-1%	-4%	-1%	0%	-1	-6
COc1ccc(CCN(C)S(=O)(=O)c2cn(C)c(=O)n(C)c2=O)cc1OC	-9	-2%	x	x	x	10%	3%	-6%	1%	x	13
CC(/C=C/C1[C@H](C)C[C@H](O[C@@H]2O[C@H](CO)[C@@H](O)[C@H](O)[C@H]2O)CC1(C)C)O[C@H]1O[C@H](CO)[C@@H](O)[C@H](O)[C@H]1O (stereo partly specified)	12	-3%	-3%	x	x	3%	0%	8%	30%	x	7

Results in Rab9 promoter act, for two of the compounds above:
structure,Rab9 promoter act
CCOC(=O)C1CCCN(C(=O)c2cc(S(=O)(=O)N(C)C)ccc2N2CCCC2)C1 (stereo unspecified),1%
COc1ccc(C(C)NC(=O)c2ccc(Cl)cc2)cc1OC (stereo unspecified),-1%

Carrying on:
SMILES	Giardia kill	Tb PFK block	FLuc modulator	Gal4-VP16 FLuc	RORg inh	uPA generation	NPC1 promoter act	Rab9 promoter act	ELG1 genotox	FBPA coupling cs	KCNH2 3.1 block
CCC(CC)NC(=O)CO/N=C/c1ccc(Cl)cc1Cl	-3	-2%	0%	-17%	-11%	2%	-3%	-3%	-4%	1	-5
COc1ccccc1NC(=O)CCSc1nnc(-c2ccncc2)o1	-4	-4%	-5%	-8%[10 µM]	-9%	0%	1%	-4%	2%	1	3
COc1cccc(NC(=O)CN(C)C(=O)c2cc(-c3cccc(Br)c3)nc3ccccc23)c1	-1	-13%	u	x	x	-11%	1%	2%	-25%	x	-18
Cc1ccc(CN2CC(C(=O)N3CCN(S(=O)(=O)c4cc(C)ccc4C)CC3)CC2=O)cc1 (stereo unspecified)	1	-5%	2%	x	x	-7%	-3%	-11%	-2%	x	0
COc1ccc(C2C(C#N)=C(N)Nc3onc(C(C)(C)C)c32)c(OC)c1 (stereo unspecified)	-10	0%	4%	-4%	37%	-5%	0%	-3%	5%	0	9
COc1ccc(NC(=O)CN2C(=O)NC(C)(c3ccccc3)C2=O)c(OC)c1 (stereo unspecified)	2	0%	0%	7%	-9%	-1%	-1%	0%	6%	3	18
O=c1[nH]c(-c2ccccc2)nn1-c1ccc(Br)cc1Br	-21	-3%	0%	-1%	1%	3%	0%	-2%	4%	1	0
Cc1ccc(NC(=O)CN2CCCC2)cc1	-13	0%	-6%	6%	-22%[1.91 µM]	u	1%	-1%	1%	5	4
C=CCNC(=O)CN(CCc1ccccc1)S(=O)(=O)c1ccccc1	-26	4%	1%	-2%	-7%	0%	-5%	-1%	-4%	2	0
N#Cc1ccc(-c2csc(NC(=O)/C=C/c3cccs3)n2)cc1	-8	1%	u	-20%	u	-3%	-2%	-7%	10%	0	-22
CC(=O)c1nccs1	-19	-2%	8%	7%	7%	-3%	-1%	-6%	1%	x	5
CC(Nc1nc(-c2ccccc2O)nc2ccccc12)c1ccccc1 (stereo unspecified)	2	0%	4%	-10%	7%	5%	4%	0%	-6%	-1	-2
CCNc1nc(N)nc(Oc2ccc(OCCOc3ccccc3)nn2)n1	1	0%	5%[2.3 µM]	22%	-33%	-12%	-1%	0%	u	2	4
Cc1ccc(N2CC(C(=O)Nc3nnc(SCC(N)=O)s3)CC2=O)cc1C (stereo unspecified)	-5	2%	-16%	-3%	0%	17%	-6%	0%	2%	5	10
CCN(CC)S(=O)(=O)c1ccc(Cl)c(NC(=O)c2cc(Cl)cc(Cl)c2)c1	15	-3%	3%	-17%	-4%	3%	-2%	-4%	2%	-2	3
CCOC(=O)CC(Nc1nc(N2CCOCC2)nc(N2CCOCC2)n1)c1ccccc1Cl (stereo unspecified)	-6	1%	1%	-6%	18%	6%	-6%	-6%	-3%	1	-5
COc1ccc(NC(=O)NS(=O)(=O)c2ccc(C)cc2)c(OC)c1	20	-2%	0%	5%	-8%	11%	1%	-1%	-1%	-1	7
Cc1ccc(COC(=O)c2cc(S(=O)(=O)N3CCCCC3)ccc2N2CCOCC2)cc1	-11	7%	2%	x	x	-12%	-6%	-9%	-7%	x	-3
O=[N+]([O-])c1ccc(Oc2cccnc2)nc1	-5	1%	-2%	3%	-2%	-5%	-2%	7%	-1%	-1	23
COc1ccc(C(=O)N[C@H](C(=O)OCn2nnc3ccccc3c2=O)C(C)C)cc1	2	u	-1%	x	x	-1%	2%	2%	0%	x	2
COC(=O)C(Cc1ccc(O)cc1)NC(=O)C1CCN(S(=O)(=O)c2ccc(C)cc2)CC1 (stereo unspecified)	7	0%	-2%	-10%	5%	-2%	2%	0%	-1%	1	-17
OCCCCCNc1ncnc2ccccc12	5	-1%	-1%	u	u	-8%	-12%	-23%	-5%	-1	-4
CCCc1cc(C(N)=O)c(NC(=O)C2CCCO2)s1 (stereo unspecified)	16	-10%	2%	1%	5%	14%	3%	-5%	3%	-3	3
CC1=CCC2(CO)COC(c3ccccc3O)C1C2 (stereo unspecified)	8	2%	3%	-14%	19%	7%	2%	1%	8%	1	-3
c1ccc(-c2ccc(C3=Nn4c(Cn5nnc6ccccc65)nnc4SC3)cc2)cc1	-7	-11%	u	-2%	u	-6%	0%	-9%	-1%	0	15
COC(=O)CSc1nnc(CNC(=O)c2ccccc2OC)n1-c1ccc(OC)cc1	-21	-2%	-7%	-7%	-12%	x	6%	9%	-4%	-3	-12
Cc1ccc(C2CC2C(=O)NN)cc1 (stereo unspecified)	4	4%	4%	-5%	-17%	17%	1%	0%	1%	1	-9
O=C(O)c1ccc(CSc2nnc(-c3ccc(Cl)cc3)o2)cc1	-8	-3%	17µM*	3%	39%	-9%	-4%	-1%	8%	11	0
O=c1cc(CSc2ccccc2)[nH]c(=S)[nH]1	-13	-2%	0%	0%	u	-5%	-3%	-3%	-2%	-1	-13
CC(C)CN1C(=O)c2ccc(NC(=O)c3ccco3)cc2C1=O	-18	-1%	19µM*	u	u	-3%	u	u	17%	-4	-10
NCCCC[C@H]1CNC(=O)C(=O)N1CCc1cccc(F)c1	4	-20%	1%	3%	-24%	4%	-1%	3%	6%	0	-22
COCCNC(=O)c1cc2cc3ccc(OC)cc3nc2o1	18	3%	u	u	33%	-2%	18%	18%	9%	1	4
Cc1cccc(/C=N/NC(=O)Cc2ccc(Cl)cc2)c1O	11	-11%	-2%	1µM*	1.1µM*	u	4%	-2%	u	0	-27
CCOC(=O)C1CCN(C(=O)c2ccco2)CC1	1	0%	3%	0%	-1%[10 µM]	-3%	u	1%	3%	3	14
COC(=O)c1ccc(C)c(NC(=O)c2c(-c3ccccc3)noc2C)c1	6	0%	2%	-5%	12%	-7%	0%	8%	-1%	0	-4
CCC(C)C1C(C#N)=C(N)Oc2n[nH]c(-c3ccccc3)c21 (stereo unspecified)	-4	-5%	-1%	-26%	-17%	u	-1%	-3%	-12%	0	12
N#Cc1cc(-c2ccccc2)nnc1Sc1ccccc1	-10	-1%	1%	4%	-11%	5%	5%	-5%	12%	1	-10
O=C(Oc1ccccc1C(=O)N1CCOCC1)c1cccc(Br)c1	-12	4%	u	4%	-16%	15%	2%	9%	5%	2	-5

Bioassay records: PubChem, National Center for Advancing Translational Sciences (NCATS)
